# PfM18AAP inh = PfM18AAP enzyme inhibition. 290,000 tested, 1.2% active. recombinant PfM18AAP, H-Glu-NHMec fluorogenic cleavage. inhibition, % at 7.35 µM;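 active = inhibition above the campaign mean inhibition over all tested compounds plus 3 SD, cut at about 28% in these data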;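 note: 0% = plate median of test compound wells and 100% = 2 mM ZnCl2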
# VIM-2 inh = inhibitors of Pseudomonas aeruginosa VIM-2 metallo-beta-lactamase; purified VIM-2, nitrocefin hydrolysis, epi-absorbance fluorescence; inhibition, % at 5.6 µM; 290,000 tested, 0.89% active;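 active = inhibition above the mean of all tested compounds plus 3 SD, cutoff set per screening run, cut at about 7.5% in these data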;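 note: red hydrolysis product quenches plate fluorescence so inhibitors raise well fluorescence; 0% = enzyme with DMSO and 100% = DMSO without enzyme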
# IDE inh = cellular human IDE inhibition | P14735 | HEK cells, FAbetaB cleavage, fluorescence polarization | inhibition, % at 5.59 µM | 320,000 tested, 0.41% active | AID 434962;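 active = percent inhibition above the average of all tested compounds plus 3 SD, set per screening campaign, cut at about 16% in these data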;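 note: IDE supplied by intact live HEK cells; FP after avidin binding of uncleaved biotin substrate so inhibition keeps polarization high; 0% = DMSO wells and 100% = 60 µM reference IDE inhibitor Ii1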
# p-CIP stab down = lowers stability of the mouse p/CIP coactivator protein; Q05BA5; F442A p/CIP-EGFP cells, EGFP fluorescence, 16 h; decrease of EGFP signal, % at 10 µM; 290,000 tested, 0.01% active;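 active = EGFP signal decrease of at least 30% at 10 µM or well 3 SD below plate mean, unless failing retest; inactive = the rest, including hits failing retest or dose response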; note: some compounds called inactive have numbers as strong as hits; many of its hits are not listed in these tables
# GPR7 antag = human neuropeptides B/W receptor 1 antagonism | P48145 | 290,000 tested, 1.1% active | GPR7-expressing cells, fluorescence antagonist assay | AID 1861 | inhibition, % at 4.4 µM; in the data active = inhibition above about 16%, passing the limit was not always enough;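 note: cells stimulated with the agonist NPW; 0% = agonist with vehicle and 100% = vehicle without agonist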
# Target sequence (P48145 whole entry, looked up): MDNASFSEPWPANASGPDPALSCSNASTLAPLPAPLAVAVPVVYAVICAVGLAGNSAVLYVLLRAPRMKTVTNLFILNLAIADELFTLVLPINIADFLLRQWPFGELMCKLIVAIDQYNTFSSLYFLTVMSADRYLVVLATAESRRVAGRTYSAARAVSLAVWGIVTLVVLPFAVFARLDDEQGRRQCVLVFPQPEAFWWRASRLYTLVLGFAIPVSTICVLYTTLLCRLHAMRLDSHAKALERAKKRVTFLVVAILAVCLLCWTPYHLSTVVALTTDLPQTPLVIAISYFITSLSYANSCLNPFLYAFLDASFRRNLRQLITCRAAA
# IMP-1 inhibitor = inhibitors of Pseudomonas aeruginosa IMP-1 metallo-beta-lactamase; 290,000 tested, 0.45% active; inhibition, % at 5.6 µM; AID 1556; purified IMP-1, nitrocefin hydrolysis, epi-absorbance fluorescence;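 active = inhibition above the mean plus 3 SD of all compounds in the same screening run, cut at about 4.5% in these data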;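 note: 0% = IMP-1 with DMSO and 100% = DMSO wells lacking enzyme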
#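 Material – recombinant IMP-1 enzyme, purified · Amount – IMP-1 0.2 nM before substrate addition · Medium – HEPES buffer pH 7.1 with ZnSO4 and Brij 35 · Timing – 25 °C, 15 min preincubation, 25 min reaction · Measured by – plate fluorescence quenching by hydrolysis product, ex 480/em 530 nm · Read-out – percent enzyme inhibition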
# NALP1 inh = blocks the NALP1 inflammasome reconstituted in yeast. S. cerevisiae NALP1/ASC/caspase-1 growth, X-gal OD620, 72 h. inhibition, % at 10 µM. 280,000 tested, 0.61% active; in the data active = inhibition mostly above about 24%, no sharp cut-off; inactive = mostly below about 32%; note: some compounds called inactive have numbers as strong as hits
# IDE act = boosts human insulin-degrading enzyme activity in HEK cells. FAbeta-B cleavage, fluorescence polarization; 0% vehicle, 100% cell-free pure enzyme wells. 340,000 tested, 0.073% active. AID 493087. activation, % at 5.96 µM;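 active = activation above the mean of all tested compounds plus 3 SD, set per screening campaign, cut at about 17% in these data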
# PHOSPHO1 block = inhibitors of human PHOSPHO1 phosphatase; Q8TCT1; recombinant PHOSPHO1, absorbance phosphatase assay; inhibition, % at 13.3 µM; 290,000 tested, 1.1% active; AID 1565; in the data active = inhibition above about 60%
# Target sequence (Q8TCT1 whole entry, looked up): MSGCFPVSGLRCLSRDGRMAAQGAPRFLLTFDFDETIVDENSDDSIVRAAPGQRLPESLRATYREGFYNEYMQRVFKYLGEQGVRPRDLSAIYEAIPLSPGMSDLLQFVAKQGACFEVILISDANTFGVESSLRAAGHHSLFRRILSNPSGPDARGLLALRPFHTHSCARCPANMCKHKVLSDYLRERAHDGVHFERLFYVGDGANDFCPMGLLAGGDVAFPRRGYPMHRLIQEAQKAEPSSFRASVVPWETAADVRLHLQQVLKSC
# * hit, by the source's call; x = no result given.
PfM18AAP inh	VIM-2 inh	IDE inh	p-CIP stab down	GPR7 antag	IMP-1 inhibitor	NALP1 inh	IDE act	PHOSPHO1 block	molecule
-1	-1.8	4	-2	-7	-2.6	-5	0	2	Cc1ccccc1CC1(CO)CCCN(Cc2nc(-c3cccs3)oc2C)C1 (configuration not stated)
-3	-1.5	1	2	-7	-2.8	15	1	22	CC(NC(=O)c1ccc(F)cc1)c1nc2ccccc2n1Cc1ccccc1F (configuration not stated)
-8	1.1	4	-1	0	0.1	3	2	-4	Cc1cc(NC2C3CC4CC(C3)CC2C4)n2nnnc2n1 (configuration not stated)
-14	0.7	3	-74	-13	0.0	-4	-2	x	O=Cc1c(NCCN2CCOCC2)c2ccccc2[nH]c1=O
-3	-2.1	-5	2	-5	-4.0	1	-4	23	Nc1ccnc(C(F)(F)F)c1C(=O)c1ccccc1
2	-3.9	-6	0	-4	-3.2	x	x	37	Cc1ccc(OCc2nnc(N)s2)cc1C
-3	-2.5	5	-20	23	-0.9	21	-3	26	COc1ccccc1NC(=O)Cn1cncc1-c1ccc([N+](=O)[O-])cc1
-7	-2.8	-1	-14	19	-1.4	-4	-1	16	COC(=O)Cc1c(O)ccn(Cc2cccc3ccccc23)c1=O
2	0.3	4	-17	-2	-1.0	-2	4	29	O=C(NCc1ccccc1Cl)C(=O)c1c[nH]c2ccccc12
2	-1.8	6	0	-3	-2.4	22	4	-2	Cc1ccc(S(=O)(=O)n2nc(C)c(C#N)c2N)cc1
4	-3.8	0	-2	-7	1.8	12	3	45	CCOC(=O)C1CCN(C(c2ccccn2)c2c(C)[nH]c3ccccc23)CC1 (configuration not stated)
3	2.0	-3	-16	-1	0.8	21	1	-11	O=C(NNc1ccccc1)C(CCO)C(=O)NNc1ccccc1
-4	-0.7	2	-9	-13	-1.9	14	-2	-7	CC(C)C1COS(=O)(=O)NC1CC(=O)SC(C)(C)C (configuration not stated)
3	-3.8	-5	-8	1	-4.0	-1	2	40	Cc1ccc(C(=O)Cn2nnc3ccccc32)cc1C
5	-1.6	-4	4	5	-2.6	23	5	0	N#CCCn1[nH]c(-c2ccccc2)cc1=O
7	-0.7	0	-16	2	0.2	7	0	32	CC1(C(=O)N/N=C/c2cc3c(cc2Br)OCO3)CC1(Br)Br (configuration not stated)
-5	-0.6	5	-7	7	-3.2	-2	2	7	O=S1(=O)C=C(SCc2ccc(Cl)c(Cl)c2)Nc2ccccc21
0	-1.1	7	-14	-12	-2.3	x	-5	45	Nc1nonc1-n1nnc(C(=O)N/N=C/c2ccc(OCc3ccc(F)cc3)cc2)c1COc1ccccc1
1	-3.2	6	-6	-17	-1.4	15	-2	-8	CCCCC(=O)Nc1ccc(C(=O)NCCc2ccc(S(N)(=O)=O)cc2)cc1
-5	0.1	1	-34	1	-0.7	-98	2	18	COc1ccc(Nc2nc(N)nc(CSc3nnc(C)s3)n2)cc1
7	-1.8	-2	-8	0	-1.9	8	1	43	CCCCN(C)C(=O)c1cn(C)c2ccc(S(=O)(=O)N3CCC(C)CC3)cc2c1=O
3	-4.0	-5	-2	-22	-2.5	x	5	-11	O=C1N/C(=N/N=C/c2ccccc2O)SC1Cc1ccc(F)cc1 (configuration not stated)
4	-2.2	4	-8	-11	-2.8	-18	3	35	Cn1c(=O)c2c(nc3n2CC(CO)O3)n(C)c1=O (configuration not stated)
13	-8.1	2	8	-5	-3.8	0	0	36	CC1CN(c2snnc2C=C2C(=O)OC(C)(C)OC2=O)CC(C)O1 (configuration not stated)
-2	-2.8	3	-13	-7	-2.5	x	-3	-10	O=C1/C(=C/c2cccnc2)SC(=S)N1N1CCOCC1
14	1.8	-3	-1	-16	-1.2	10	3	26	O=C(c1n[nH]c2c1CCC2)N1CCCC(Nc2cccc(F)c2)C1 (configuration not stated)
-1	-0.1	-2	5	1	-2.4	3	-10	2	COc1ccc(S(=O)(=O)N(C)C)cc1NC(=O)COC(=O)c1nn(C)c(=O)c2ccccc12
-4	-3.4	3	-2	-5	-2.1	13	-4	43	Cc1occc1-c1nnc(SCC(=O)N2c3ccccc3CCc3ccccc32)n1C
-6	-3.7	4	-12	-3	-2.3	29	6	0	CC(NS(C)(=O)=O)C(c1cccs1)N1CCN(c2ccc(F)cc2)CC1 (configuration not stated)
6	-1.7	4	-10	-13	-0.8	29	0	31	COc1ccccc1/C=C/C(=O)NCCc1ccccn1
1	-0.2	2	-2	-5	-0.4	23	-1	-2	NS(=O)(=O)OCCCCCc1ccccc1
0	-2.3	0	2	-2	-2.5	1	3	34	COc1cccc(CNC(=O)c2nnn(CC(=O)Nc3c(C)cccc3C)c2N)c1
3	-3.0	1	-11	-6	-3.1	-1	5	6	COc1ccccc1N(CC(=O)Nc1ccccc1C(=O)N1CCOCC1)S(C)(=O)=O
6	-3.7	3	0	-10	1.4	8	3	15	Cc1ccc2cn[nH]c2c1NC(=S)NC(=O)c1ccccc1
-2	-1.7	3	-2	-9	-0.8	15	-1	7	O=C(Nc1ccc(Cl)cc1F)c1ccccc1Br
-1	-4.9	2	-12	-9	-3.0	-8	1	-31	Cc1cc(C)c(OCCN(C)C)c(Cl)c1
6	1.4	2	7	-5	-1.7	-14	1	16	O=C(Nc1ccc(N2CCCC2)c(Cl)c1)c1cccs1
-3	-1.7	2	-9	-17	-1.8	23	4	1	O=[N+]([O-])c1c(C(Cl)Cl)nn(-c2ccc(Cl)cc2)c1N1CCCCC1
2	-0.6	7	-18	17	-2.1	-3	3	5	O=C(Nc1cccc(Br)c1)c1ccc(Cl)c(S(=O)(=O)N2CCOCC2)c1
-9	1.7	8	0	1	0.0	-4	3	-10	COc1ccccc1C(=O)N1CCc2ccccc21
4	-3.1	-4	-26	-9	-4.2	0	-3	-2	O=C(CSc1cccc[n+]1[O-])c1cc(Cl)ccc1Cl
-8	0.9	0	-4	-2	-2.0	5	-1	-15	Cc1cccc(N(CC(=O)NCCSCc2ccco2)S(=O)(=O)c2ccccc2)c1
1	-4.3	0	-11	-15	0.6	2	6	0	COCC(=O)Nc1ccc(N(C)C)cc1
-3	-3.4	5	4	-5	-2.4	6	5	15	COc1ccc(C)cc1NC(=O)c1sc2ncnc(N3CCN(c4ccccn4)CC3)c2c1C
-4	-1.8	2	-22	8	-2.7	3	5	26	COc1ccc(/C(C)=N/N2CCCCC2)c(O)c1
-10	0.2	-1	-3	-19	-1.1	12	2	14	N/C(=N\OC(=O)CCCc1ccccc1)c1ccc(Br)cc1
26	-2.9	1	-6	-16	-3.7	-22	6	-12	O=C(Cc1noc2ccccc12)NNC(=S)Nc1ccc(Cl)cc1
-9	0.0	-2	15	-11	-0.8	11	2	13	COc1ccc(CCNC(=O)CN(c2cc([N+](=O)[O-])ccc2OC)S(C)(=O)=O)cc1OC
4	-2.4	-2	-3	-9	-1.5	-7	x	28	C/C(CCC1CC(C)OC1=O)=N\NC(N)=O (configuration not stated)
-4	-1.0	0	-4	1	-2.5	5	2	38	CC1CN(S(=O)(=O)c2ccc(NC(=O)CCCN3C(=O)c4ccccc4C3=O)cc2)CC(C)O1 (configuration not stated)

# In the list so far, these contain a nitro group on carbon:
PfM18AAP inh	VIM-2 inh	IDE inh	p-CIP stab down	GPR7 antag	IMP-1 inhibitor	NALP1 inh	IDE act	PHOSPHO1 block	molecule
-3	-2.5	5	-20	23	-0.9	21	-3	26	COc1ccccc1NC(=O)Cn1cncc1-c1ccc([N+](=O)[O-])cc1
-3	-1.7	2	-9	-17	-1.8	23	4	1	O=[N+]([O-])c1c(C(Cl)Cl)nn(-c2ccc(Cl)cc2)c1N1CCCCC1
-9	0.0	-2	15	-11	-0.8	11	2	13	COc1ccc(CCNC(=O)CN(c2cc([N+](=O)[O-])ccc2OC)S(C)(=O)=O)cc1OC

# (more compounds)
PfM18AAP inh	VIM-2 inh	IDE inh	p-CIP stab down	GPR7 antag	IMP-1 inhibitor	NALP1 inh	IDE act	PHOSPHO1 block	molecule
2	-5.1	13	-3	-8	-4.0	4	4	-2	CC(C)(C)c1ccc2c(c1)OC(C(=O)N/N=C\c1ccccn1)CO2 (configuration not stated)
-8	0.2	3	-1	-19	-0.6	21	x	29	O=C(O)c1cccc(Nc2ncnc3sccc23)c1
-13	-5.5	-2	2	-3	-2.0	-5	0	19	Cc1ccc(Nc2nc(N)nc(CSc3ncccn3)n2)cc1
11	-1.3	1	-18	-6	-1.9	14	4	49	CCOc1ccc(C2C3=C(CC(C)(C)CC3=O)N(CC(=O)O)C3=C2C(=O)CC(C)(C)C3)cc1OCC
4	1.3	0	4	10	0.7	15	1	19	COc1cccc(NC(=O)C2COc3ccccc3O2)c1 (configuration not stated)
3	1.0	4	-1	-9	-7.1	-11	7	-17	CCCC1=C(C(=O)OCC)C(c2c(C)nn(-c3ccccc3)c2Cl)C(C#N)=C(N)O1 (configuration not stated)
-2	-0.7	0	14	-9	-3.6	24	10	28	COc1ccccc1CNC(=O)CN(C)S(=O)(=O)c1ccc2c(c1)c(=O)n(C)c(=O)n2C
4	-3.8	2	6	10	-4.6	5	1	44	COc1ccccc1CN(C)CC(=O)Nc1cccc2ccccc12
1	-0.9	-3	2	9	-2.3	9	4	29	CCn1cc(CN2CCC(n3nccc3NC(=O)CCCc3ccccc3)CC2)c(C)n1
-5	-1.4	1	11	8	-1.9	7	5	8	CCn1c(=O)c2sccc2n(CC(=O)NC2CCCCC2)c1=O
2	-2.5	0	-12	0	-3.6	-1	-8	36	CCOC(=O)N1CCN(S(=O)(=O)c2ccc3[nH]c(=O)oc3c2)CC1
5	-4.0	5	-30	-2	0.5	10	0	52	NS(=O)(=O)c1ccc2nc(NC(=O)c3ccc4ncsc4c3)sc2c1
-1	-1.7	-2	6	-3	-2.8	28	9	-12	CC1CCCN(c2cc3c(cc2[N+](=O)[O-])C(=O)N(c2ccccc2)C3=O)C1 (configuration not stated)
1	-2.3	3	-15	-2	-2.5	-3	1	42	CC(C)OC(=O)C(CC(=O)O)N1CCOCC1 (configuration not stated)
6	-1.3	0	-3	19*	0.2	1	3	9	Cc1ccc(C(=O)NCCn2cc(SCC(=O)Nc3nnc(C)s3)c3ccccc32)cc1
-11	-2.1	-2	-9	-8	0.1	-4	5	15	O=C(c1ccncc1)N1CCN(S(=O)(=O)c2cccc(F)c2)CC1
6	-1.3	7	16	-1	-2.7	14	2	0	COc1ccccc1/C=C/C=N/NC(=O)Cc1cccs1
4	-1.4	-3	-5	-8	-2.0	-2	5	4	O=C(O)c1ccc(NS(=O)(=O)c2ccc(Cl)c(C(=O)Nc3ccccc3[N+](=O)[O-])c2)cc1
3	-1.1	-5	x	-16	-3.1	x	3	x	COc1cc(OC)cc(-c2nnc(SCC(=O)N3c4ccccc4Sc4ccccc43)o2)c1
-7	-0.5	4	-8	-2	-2.5	-3	3	-13	COc1ccc(SCCc2ccncc2)cc1
-2	-0.7	3	-5	-4	-4.0	5	6	34	Fc1cccc(NC(=S)N2CCN(c3ccccn3)CC2)c1
-1	-0.6	0	-11	-4	0.8	-2	1	7	CCOc1ccc(C(=O)NC2CCN(C(=O)N3CCCC3)CC2)cc1
2	-0.8	7	-18	-17	-2.4	5	0	-13	COc1ccc(C)cc1NC(=O)c1cccc(C(=O)Nc2cc(C)ccc2OC)c1
-7	-5.3	3	-13	11	-2.6	19	-1	39	Cc1ccc(NC(=O)NCC2CC2(Cl)Cl)cc1 (configuration not stated)
-4	-3.3	-1	-7	-1	-1.4	34	6	-7	CCCOc1ccc2cc(-c3ccccn3)c(=O)oc2c1

# Bioassay records: PubChem, several laboratories
